# 14-3-3 Bad PPI: disrupts binding of bovine 14-3-3 zeta to phospho-Bad peptide | P63103 | TR-FRET 14-3-3zeta/Dy647-pBad peptide displacement, 1 h | inhibition, % at 21.7 µM | 0.71% of 220,000 active | AID 781;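 active = inhibition above about 70%, limit read from the data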;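 note: 0% = full 14-3-3 plus peptide FRET controls and 100% = background without 14-3-3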
# Target sequence (P63103 whole entry, looked up): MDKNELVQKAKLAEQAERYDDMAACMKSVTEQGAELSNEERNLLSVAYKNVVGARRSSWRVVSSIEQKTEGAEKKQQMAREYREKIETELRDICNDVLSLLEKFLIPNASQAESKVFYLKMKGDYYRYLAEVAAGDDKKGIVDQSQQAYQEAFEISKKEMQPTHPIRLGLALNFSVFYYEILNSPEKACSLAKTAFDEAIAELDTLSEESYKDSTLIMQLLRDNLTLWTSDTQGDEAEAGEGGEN
# NPY Y1 blocker: antagonists of human neuropeptide Y receptor Y1; P25929; HEK293-CNG Y1 cells, membrane potential fluorescence; NPY at EC95, then isoproterenol; inhibition, % at 3.6 µM; 1% of 200,000 active; AID 1040;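 active = inhibition above the campaign mean inhibition of all tested compounds plus 3 SD, cut at about 20% in these data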;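 note: 0% = DMSO wells given NPY plus isoproterenol and 100% = isoproterenol alone without NPY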
#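 Test system – HEK293 Y1/CNG channel cell line · Also added – NPY agonist 25 nM, then isoproterenol 1 µM plus Ro 20-1724 25 µM · Compound dosing – one concentration, 3.6 µM, in 0.4% DMSO · Schedule – compound incubation 1 h at room temperature, readout 45 min post-stimulation · Technique – fluorescence, membrane potential probe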
# EP2 mod: modulators of human EP2 prostaglandin E2 receptor; P43116; EP2-expressing cells, cAMP HTRF FRET, PGE2 co-stimulation; induction, % at 25 µM; 0.83% of 260,000 active; AID 940;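 active = compounds whose cAMP rise, as percent of the full-agonist control response, exceeds 60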;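 note: rat C6 glioma line stably carrying human EP2 under a CMV promoter; the protocol text gives 20 µM as final concentration; 100% = response of wells given 1 µM PGE2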
# EP2 antag: blocks the human prostaglandin E2 receptor EP2. AID 1422. P43116. C6 glioma cells expressing human EP2, cAMP TR-FRET; cells stimulated with saturating PGE2. 0.52% of 260,000 active. inhibition, % at 25 µM;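 active = percent inhibition above 40 after rounding to a whole number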;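 note: rat C6 glioma host cells with rolipram phosphodiesterase inhibitor present; the protocol text gives 20 µM as final concentration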
# TRPML3 ag: agonists of human TRPML3 channel; Q8TDD5; HEK293 TRPML3-YFP, Fluo-8 calcium fluorescence; 100% = the carbachol control signal; activation, % at 3 µM; 0.29% of 220,000 active; AID 1448;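 active = activation above its plate's cutoff, the mean activation of the plate's test wells plus 3 SD, cut at about 12% in these data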;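 note: 0% = DMSO only wells and 100% = carbachol wells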
# Target sequence (Q8TDD5 whole entry, looked up): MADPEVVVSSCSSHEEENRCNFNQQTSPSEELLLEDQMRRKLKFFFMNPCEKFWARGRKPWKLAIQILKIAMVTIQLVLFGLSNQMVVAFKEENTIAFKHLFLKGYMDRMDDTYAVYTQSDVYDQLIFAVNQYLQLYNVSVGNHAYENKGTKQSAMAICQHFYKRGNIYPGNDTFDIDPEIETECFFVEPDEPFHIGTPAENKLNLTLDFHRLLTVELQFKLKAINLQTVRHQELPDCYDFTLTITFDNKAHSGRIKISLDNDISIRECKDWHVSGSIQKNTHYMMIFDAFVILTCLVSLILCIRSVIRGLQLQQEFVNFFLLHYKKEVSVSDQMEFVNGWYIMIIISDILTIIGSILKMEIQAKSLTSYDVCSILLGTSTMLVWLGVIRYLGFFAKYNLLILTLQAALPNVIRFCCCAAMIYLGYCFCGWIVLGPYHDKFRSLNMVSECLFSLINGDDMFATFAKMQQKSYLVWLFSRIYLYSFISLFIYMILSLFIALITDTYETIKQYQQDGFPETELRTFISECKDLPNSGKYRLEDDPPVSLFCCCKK
#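 Test system: HEK293 cells stably carrying human TRPML3-YFP; Doses: single dose, 3 µM final nominal compound, 0.3% DMSO final; Schedule: dye loading 1 h 37 °C then 30 min ambient, 125 s read; Technique: Fluo-8 calcium fluorescence; Benchmarks: high control carbachol 87 µM, low control DMSO.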
# CHOP inhibitor: blocks CHOP induction under ER stress; CHO-K1 CHOP-promoter luciferase, tunicamycin-induced, 15-18 h; inhibition, % at 10 µM; 3.8% of 220,000 active; AID 2732;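 active = compounds that reduced the stress-induced luciferase reporter signal by more than about 70% of percent inhibition, limit read from the data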;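 note: 0% = tunicamycin plus vehicle and 100% = wells without tunicamycin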
# PPC-1+TRAIL kill: compounds killing PPC-1 cancer cells with TRAIL present (potentiator screen, no TRAIL-free arm); PPC-1 cells + TRAIL, ATPLite viability luminescence; cell killing (% activity), % at 4 µM; 0.41% of 220,000 active; AID 1443;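 active = cell killing above 50% in the first pass at 4 µM, then a duplicate retest at 5 µM averaging 50% or more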;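 note: plate controls were cells with TRAIL plus DMSO for no effect and medium-only wells lacking cells for full effect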
# TRPN1 ag: agonists of zebrafish TRPN1 channel; 0.18% of 220,000 active; AID 1424; activation, % at 3 µM; HEK293 zebrafish TRPN1-YFP, Fluo-8 calcium fluorescence; 100% = response to 87 µM carbachol;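 active = activation above its plate's cutoff, the mean activation of test wells on that plate plus 3 SD, cut at about 19% in these data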;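 note: 0% = DMSO alone and 100% = 87 µM carbachol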
#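 Material – zebrafish TRPN1-YFP in HEK293 cells · Doses – 3 µM single point · Schedule – dye 1 h 37 °C plus 30 min RT · Signal – Fluo-8 calcium fluorescence, excitation 470-495 nm, emission 515-575 nm · Read-out – % activation versus carbachol response · Control set – carbachol high, DMSO low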
# NPY-Y1 PAM-ag: potentiators or agonists of human neuropeptide Y receptor Y1; P25929; 0.37% of 220,000 active; activation, % at 3.6 µM; NPY-Y1 expressing cells, potentiator/agonist activation; in the data active = activation above about 33%, passing the limit was not always enough;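 note: cells stimulated with NPY at EC10 then isoproterenol at EC100; 0% = low agonist plus stimulus and 100% = saturating agonist plus stimulus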
# Active calls of the source: *; . = no result given; & = joins results of further samples; [ ] = another dose, or the depositor's remark.
# Order of results: TRPN1 ag	NPY-Y1 PAM-ag	PPC-1+TRAIL kill	14-3-3 Bad PPI	EP2 antag	EP2 mod	NPY Y1 blocker	CHOP inhibitor	TRPML3 ag
> CC(=O)c1ccc(NS(=O)(=O)c2ccc(N)cc2)cc1
→ 0.1	30	15	1	11	-4	3	0	0.6
> O=c1cc(CSc2ccc(Cl)cc2)nc(-c2ccccc2)[nH]1
→ -1.2	10	-5	-8	6	-7	-1	24	0.4
> CC1(C)C2CCC(C2)C1(C)NC(=O)CNCC1CCCCC1 (centres undefined)
→ 0.9	0	3	26	4	-22	10	46	0.3
> CC(C)c1cc(-c2cc(C(=O)NCc3ccccc3)on2)nc(NCC2CC2)n1
→ .	.	-3	-5	12	-23	.	55	.
> Cc1ccccc1CNC(=O)c1ccc(CSCc2ccccc2)cc1
→ 1.3	-1	5	-12	13	-16	5	-3	0.5
> Cc1ccc(-c2nn(-c3ccccc3)cc2/C=N/n2c(-c3cccs3)n[nH]c2=S)cc1
→ 0.5	-11	-8	-10	6	60	.	21	0.6
> COc1ccc2[nH]c(C(=O)O)c(NC(=O)c3ccccc3[N+](=O)[O-])c2c1
→ -0.3	5	-3	5	2	-23	.	-10	0.3
> COc1ccc(CCNC(=O)C(=O)NCc2cccs2)cc1OC
→ 0.7	0	6	2	7	-12	-1	6	0.1
> CN(C)c1ccc(CN(C(=O)c2ccc(Cl)c([N+](=O)[O-])c2)C2CCS(=O)(=O)C2)cc1 (centres undefined)
→ 1.5	22	-1	1	4	6	.	-25	-0.1
> CC1CC(C)C[N+](=C2C=C(N3CCCC3)CC(C)(C)C2)C1 (centres undefined)
→ -0.3	-10	29	7	7	-44	42*	36	0.0
> C=CCOC(=O)c1c(C)nc2cc3c(cc2c1C)OCO3
→ -0.5	-23	8	23	2	4	4	19	0.0
> COC(=O)C1CSC(C(=O)OC)N1C(=O)Nc1ccc(Cl)cc1 (centres undefined)
→ -0.4	-28	10	-18	11	21	8	-12	0.0
> O=C(c1ccc(O)cc1)c1ccc(C(=O)c2ccc(O)cc2)cc1
→ 5.1&1.1	8&-5	-4&3	-1&13	11	-45&-4	3	33&53	0.3&0.0
> Cc1nc2ccc(-c3nc4ccccc4o3)cc2[nH]1
→ 0.8	7	48	5	10	-14	-1	7	0.3
> COc1ccc(-c2csc(Nc3ncccc3C)n2)cc1
→ -1.1	-6	33	-8[fluorescence artefact?]	14	8	5	-15	0.7
> CCn1c(=S)[nH]c2scc(-c3cccs3)c2c1=O
→ 0.0	-7	4	-3	70*	-17	3	-36	0.5
> CCC(=O)Nc1ccc(C(=O)NCCCn2ccnc2)cc1
→ 1.5	-1	28	-2	9	6	2	2	0.4
> O=C(CN1N=C(C(F)(F)F)CC1(O)c1ccc([N+](=O)[O-])cc1)c1ccccc1 (centres undefined)
→ -0.6	-2	23	13	5	-41	-3	-1	0.1
> COc1ccc(CNC(=O)CN(CC2CCCO2)C(=O)CNS(=O)(=O)c2ccccc2)cc1 (centres undefined)
→ -0.8	4	2	-8	2	4	6	56	-0.8
> COc1ccccc1CC(=O)N1CCN(c2ccccn2)CC1
→ 0.9	5	29	-9	18	-28	-1	0	0.4
> COc1ccccc1CNc1nc(S(=O)(=O)c2ccccc2)c(Cl)s1
→ 3.6	5	-11	-4	6	-50	4	23	6.3
> COC(=O)CSc1nnc(-c2cnccn2)n1C
→ -0.1	-10	8	13	4	17	1	-2	0.8
> CC(=O)c1cc(C#N)c(Oc2ccc(Cl)cc2Cl)nc1C
→ -0.6	6	.	.	17	.	3	.	0.3
> COc1ccc(NC(=O)c2cc(S(=O)(=O)N3CCCC3)oc2C)cc1
→ 2.0	10	14	-1	8	0	.	-3	0.0
> COc1ccccc1C(=O)NCCn1cc(SCC(=O)Nc2nnc(C)s2)c2ccccc21
→ -1.3	-2	-13	-12	15	-32	1	11	-1.5
> O=C1C2C(c3ccccc3)C=CC(c3ccccc3)C2C(=O)N1c1ccccn1 (centres undefined)
→ -0.4	16	14	5	2	50	0	17	0.6
> Cc1ccsc1C1C(C#N)=C(N)OC2=C1C(=O)CCC2 (centres undefined)
→ -0.1	11	.	12	4	2	5	9	-1.0
> COc1ccc(CCN2C(=O)C3C4C=CC(C4)C3C2=O)cc1OC (centres undefined)
→ 1.2	-16	-17	10	4	18	1	-3	0.1
> COc1ccc(OC)c(C2C=C(C34CC5CC(CC(C5)C3)C4)NC(=S)N2)c1 (centres undefined)
→ -0.2	11	18	16	13	-80	11	20	-0.3
> C/C(CC(=O)NC1CCCCC1)=N\NC(=O)c1ccccn1
→ -2.0	14	10	3	13	8	-3	13	0.0
> COc1cc(C(=O)NC(C)c2cnn(-c3ccccc3C)c2C)cc(OC)c1OC (centres undefined)
→ -0.2	9	.	-9	7	32	5	-7	-0.7
> CCCCCCC(C)OC(=O)Nc1cccc2ccccc12 (centres undefined)
→ -1.5	-36	-13	-3	11	-41	.	13	-0.1
> O=C1CC(c2ccc(Cl)cc2)CC(O)=C1C=NCc1ccc(Cl)c(Cl)c1 (centres undefined)
→ 0.4	6	24	0[fluorescence artefact?]	10	-14	-1	30	1.0
> COc1ccc(C(c2c[nH]c3ccccc23)c2c[nH]c3ccccc23)cc1O
→ 1.8	32*	9	-4[fluorescence artefact?]	19	5	-8	75*	0.8
> O=C(Nc1ccc(F)c(F)c1)c1ccc2c(c1)OCO2
→ 3.0	-29	12	-4	8	-14	8	37	1.2
> COC(=O)CSc1nnc(CNc2nc(-c3ccccc3)cs2)n1C
→ 0.8	-25	8	2[fluorescence artefact?]	11	1	8	3	-0.3
> COc1cc(C2C(N3C(=O)c4ccccc4C3=O)C(=O)N2c2ccc(C)c(C)c2)cc(OC)c1OC (centres undefined)
→ 0.0	-16	0	-27[fluorescence artefact?]	6	29	4	23	0.7
> O=C(Nc1cc(Cl)ccn1)C1CCN(S(=O)(=O)c2cccs2)CC1
→ 3.7	17	25	0	.	-19	-4	24	3.0
> CCOc1ccc2nc(C)cc(Nc3cccc([N+](=O)[O-])c3)c2c1
→ -0.1	-6	27	4[fluorescence artefact?]	16	-39	10	44	-1.0
> CC(C)(C)c1ccc(C(=O)Nc2ccc(O)c3c(=O)cc(-c4ccccc4Cl)oc23)cc1
→ .	.	0	-5	12	13	.	-4	.
> Cc1ccc(S(=O)(=O)NNC(=O)CCC(=O)Nc2ccc(C)c(C)c2)cc1
→ 1.3	-7	0	-7[fluorescence artefact?]	11	10	6	29	0.3
> CCn1c(SCC(=O)Nc2ccccc2F)nc2c(c1=O)SC(C)C2 (centres undefined)
→ -3.0	-27	1	5	11	-12	6	-16	0.1
> CC1CCc2c(C(=O)NCc3ccccn3)csc2C1 (centres undefined)
→ -1.6	-8	7	-6	7	-24	5	-3	0.4
> COc1ccc(C)cc1S(=O)(=O)N(CC(=O)Nc1cccc([N+](=O)[O-])c1)c1ccccc1
→ 0.1	15	4	-1	9	-16	1	1	0.8
> CN(c1ccccc1)S(=O)(=O)c1cccc(NC(=O)CSc2n[nH]c(N)n2)c1
→ 1.8	-1	11	8	11	-24	.	7	0.7
> Clc1ccc(SCCCN2CCCCC2)cc1
→ -1.7	-6	9	10	10	-13	.	10	0.9
> Cc1ccc(-n2cccn2)c(CN2CCCC(CNC(=O)c3ccc(F)cc3)C2)c1 (centres undefined)
→ 0.8	-1	-10	-7	5	-6	10	19	-0.4
> CC(Nc1nc(N2CCOCC2)nc2ccccc12)c1ccccc1 (centres undefined)
→ -0.8	-9	-10	10	8	13	8	17	0.8
> O=C(NCC1CCCO1)c1cccc(Oc2ccc([N+](=O)[O-])cc2Cl)c1 (centres undefined)
→ 3.0	-3	19	-2	7	-28	-3	30	1.4
> O=C(CN(Cc1ccco1)C(=O)CCC(=O)Nc1ccccn1)NCCc1ccccc1
→ 0.5	16	-3	8	7&13	14&10	-1	24	-0.2
> COCCNC(=O)c1c[nH]n2c(=O)cc(C3CCN(C(=O)OC(C)(C)C)CC3)nc12
→ 0.4	0	24	-11	12	14	2	12	0.3
> NNc1cc(C(=O)O)ccc1Cl
→ -1.5	20	5	4	12	9	.	8	-1.4
> Cc1ccc(-c2nn(C)c(=O)c3ccccc23)cc1S(=O)(=O)N1CCOCC1
→ 1.4	-14	7	-2	6	-5	-4	24	1.1
> O=C(Nc1ccc(Br)cc1)N1CCCCCCC1
→ 1.0	-4	2	5	15	-9	9	13	0.1
> O=C1/C(=C/c2cccc(O)c2)SC(=S)N1CC1CCCO1 (centres undefined)
→ -0.5	27	3	3	8	-27	.	-10	-0.2
> c1csc(CSc2nc3ccccc3s2)c1
→ -1.5	-7	13	-3	6	38	7	86*	-0.5
> CCN(CCn1cccn1)Cc1c(C(=O)N2CCCCCCC2)nc2ccc(Cl)cn12
→ 2.7	-7	9	-12	7	-18	1	-10	0.6
> CCNC1CCS(=O)(=O)C1 (centres undefined)
→ 1.8	-1	14	0	2	14	.	1	0.4
> CCOc1ncccc1C(=O)OCC(=O)N1CCc2ccccc21
→ -1.0	-2	-1	-3	11	7	-6	14	0.1
> O=C(CSc1nnc(SCc2cccc3ccccc23)s1)Nc1ccc(C(=O)O)cc1
→ 0.8	-14	-1	-7	5	-16	6	9	0.7

# (listing goes on)
# Order of results: TRPN1 ag	NPY-Y1 PAM-ag	PPC-1+TRAIL kill	14-3-3 Bad PPI	EP2 antag	EP2 mod	NPY Y1 blocker	CHOP inhibitor	TRPML3 ag
> COc1ccc(Br)cc1C(=O)Nc1ccc(C(=O)O)cc1
→ 1.0	4	-17	3	0	26	5	-5	0.1
> Cc1c(C(=N)C(C#N)C#N)c(=N)oc2c1ccc1ccccc12
→ 1.0	-15	7	1	10	1	.	-14	0.6
> O=C(Cc1n[nH]c(=O)c2ccccc12)OCC(=O)c1ccc2c(c1)OCCO2
→ 2.2	-5	19	-1	2	-16	3	.	0.1
> COc1ccc(-n2cc(CNCCN3CCOC3=O)c(-c3ccccc3Cl)n2)cc1
→ 2.7	-2	-3	6	2	6	.	7	0.8
> CC(C)(CNC(=O)c1ccc(Cl)c(S(=O)(=O)N2CCc3ccccc3C2)c1)N1CCOCC1
→ 8.1	-15	11	-11	5	-12	-2	3	4.8
> C/C(CC(=O)Nc1ccc(F)cc1)=N\NC(=O)COc1ccccc1
→ 1.3	-10	8	9[fluorescence artefact?]	8	15	6	-17	-0.7
> COc1cccc(CN2CCNC(=O)C2CC(=O)O)c1OC (centres undefined)
→ 1.6	7	20	11	7	10	1	12	-0.8
> CCOc1[nH]n(-c2ccc(Cl)cc2)c(=O)c1C=Nc1ccc(Cl)cc1
→ -0.1	16	14	-5	14	36	2	32	0.1

# Screening results as filed in PubChem BioAssay.

# An excerpt (hit frequency here may not be typical).
